# NTR1 agonist: agonists of NTR1, primary screen, imaging, U2OS cells, beta-arrestin-GFP, high content (AID 493036); NTR1-U2OS beta-arrestin-GFP spot imaging, agonist mode; activation, % at 20 µM; actives 0.17% (n = 330,000); P30989;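 active means activation at or above 40% of the spot to cytoplasm intensity ratio, with at least 20 cells analyzed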;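 further: 0% = DMSO without peptide and 100% = 100 nM NTR1 peptide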
# Target sequence (P30989 whole entry, looked up): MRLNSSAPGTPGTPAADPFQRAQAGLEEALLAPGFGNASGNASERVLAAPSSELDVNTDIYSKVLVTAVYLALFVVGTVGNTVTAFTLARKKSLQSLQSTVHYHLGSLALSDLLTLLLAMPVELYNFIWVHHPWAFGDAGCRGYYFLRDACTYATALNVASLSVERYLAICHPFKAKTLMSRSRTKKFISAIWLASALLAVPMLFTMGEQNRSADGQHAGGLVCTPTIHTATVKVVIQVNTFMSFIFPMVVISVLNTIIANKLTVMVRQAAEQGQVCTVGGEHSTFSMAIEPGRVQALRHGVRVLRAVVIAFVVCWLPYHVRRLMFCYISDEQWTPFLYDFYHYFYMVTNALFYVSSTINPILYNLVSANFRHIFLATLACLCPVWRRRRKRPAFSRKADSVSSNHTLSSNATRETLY
# Myeloid diff 2: myeloid differentiation induction | ER-HoxA9 myeloid progenitors, lysozyme-GFP differentiation, flow cytometry | calls only at 10 µM | actives 1% (n = 360,000);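 active means normalized GFP-positive differentiation at or above the plate's own cutoff, the solvent-only control mean plus 3 SD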;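 further: cells exposed to compound for four days before flow analysis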
# KOR beta-arrestin-1: kappa opioid receptor activators – cell-based, luminescence, uHTS, primary screen (AID 1777); KOR beta-arrestin recruitment, luminescence; higher % means a stronger effect; activation, % at 10 µM, or EC50 in µM where a hit was titrated; actives 0.02% (n = 280,000); in the data active means activation above about 50%, passing the limit was not always enough; further: a part of the inactive calls stands beside numbers as strong as those of hits
# T cell modulator: T cell immune modulators affecting CD8 T cell-vesicle binding; 2C CD8+ T cell-vesicle binding, flow cytometry; stronger effect = lower value; calls only at 7 µM; actives 0.068% (n = 330,000); AID 2052;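 active means response, share of CD8 T cells binding vesicles, and their 90th percentile fluorescence all below set limits, cut at about 80% in these data, passing the limit was not always enough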
#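 Material: murine 2C transgenic CD8+ T lymphocytes / Also added: QL9-peptide-loaded Drosophila micro-vesicles bearing Ld, ICAM-1 and B7-1 / Schedule: binding step 1.5 h, 37 °C, antibody labelling 20 min, ice / Signal: flow cytometry, PE anti-B7-1 (FL2) versus Alexa647 anti-CD8 (FL8), PFA-fixed / Evaluation: percent CD8+ FL2 mean versus row control / Benchmarks: naked versus QL9-loaded vesicles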
# GPR55 activation: selective activators of receptor GPR55 – imaging, U2OS cells, beta-arrestin-GFP redistribution, primary screen (AID 1961) | U2OS GPR55 beta-arrestin-GFP redistribution imaging; higher % means a stronger effect | activation, % at 10 µM; hits with a dose series show EC50 in µM | actives 0.048% (n = 290,000);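 active means activation above 40% with more than 50 cells counted in the well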;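 further: U2OS osteosarcoma cells stably expressing GPR55 and beta-arrestin-GFP; plate controls were DMSO negative control for no effect and LPI positive control for full effect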
# NOD1 inhibition: NOD1 signaling inhibitors, primary screen, cell-based, luminescence, uHTS (AID 1578). inhibition, % at 4 µM; hits with a dose series show EC50 in µM. NOD1-driven NF-kB luciferase reporter cells, luminescence; higher % means a stronger effect. actives 1% (n = 290,000); in the data active means inhibition mostly above about 36%, no sharp cut-off; inactive means mostly below about 34%;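 further: HEK-293T reporter cells stimulated with the NOD1 agonist gamma-tri-DAP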
# HEK293 NOD2/NF-kB: NOD2 signaling inhibitors, cell-based, luminescence, uHTS, HEK293 (AID 1566). HEK293 NOD2/NF-kB luciferase reporter, luminescence; higher % means a stronger effect. inhibition, % at 4 µM; hits with a dose series show EC50 in µM. actives 0.63% (n = 290,000); further: many of its hits are not listed in these tables
# KOR beta-arrestin-2: KOR antagonists, beta-arrestin recruitment, cell-based, luminescence, uHTS (AID 1778); KOR beta-arrestin recruitment, luminescence, antagonist mode; higher % means a stronger effect; inhibition, % at 10 µM, or IC50 in µM where a hit was titrated; actives 0.091% (n = 290,000); further: strong numbers were not always called active
# GPR55 antagonists: inhibition of LPI-stimulated GPR55 beta-arrestin translocation – imaging, U2OS, beta-arrestin-GFP, LPI agonist, primary screen (AID 2013); U2OS GPR55 beta-arrestin-GFP translocation imaging, LPI antagonism; higher % means a stronger effect; actives 0.13% (n = 290,000); inhibition, % at 10 µM, or IC50 in µM where a hit was titrated;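 active means spots per cell inhibited over 60%, with over 100 cells counted and total cytoplasm intensity under 500,000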;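 further: U2OS cells stably carrying GPR55 and arrestin-GFP stimulated by 5 µM LPI near EC80; imaged beta-arrestin-GFP aggregate spots per cell after agonist stimulation; plate controls were LPI-stimulated DMSO wells for no effect and DMSO wells without LPI for full effect; some results filed as inactive read as strong as hits; confirmed hits need IC50 under 10 µM and bright autofluorescent wells are also inconclusive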
# T cell modulator vesicle-bound %: recorded beside T cell modulator, whose call it bears; double positive events, %; measured here: CD8+ vesicle-bound cell fraction;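 binding gate set so that unloaded-vesicle control wells show 10% double positive cells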
# NTR1 agonist cell count 20 µM: further read-out of NTR1 agonist, marked with its call; cell count; measured here: cell count, cytotoxicity flag
# Myeloid diff 2 GFP+ MAC1+ %: recorded beside Myeloid diff 2, whose call it bears; GFP+ MAC1+ double positive, %; measured here: differentiation confirmed by MAC1 staining
# The depositor's hits bear a star; i = inactive; nt = not tested or not shown; + = active, no number; & = joins results of further samples; [ ] = another dose, or the depositor's remark. Unless noted, no stated cut-off is given here; in the data, active means inhibition above about 50%; inactive means the rest. The list is partial; the hit share may differ from the screen's.
SMILES,NTR1 agonist,NTR1 agonist cell count 20 µM,Myeloid diff 2,Myeloid diff 2 GFP+ MAC1+ %,KOR beta-arrestin-1,T cell modulator,T cell modulator vesicle-bound %,GPR55 activation,NOD1 inhibition,HEK293 NOD2/NF-kB,KOR beta-arrestin-2,GPR55 antagonists
CC(C)(C)c1ccc(C(=O)N2CCC(C(=O)NC3CC3)CC2)cc1,0.1,56,i,1.2,3.5%,i,33,-0.1%,-30%,4%,18%,5%
O=C(Cn1cnc2c(nnn2-c2ccccc2)c1=O)NCC1CCCO1 (stereo unspecified),-0.9,93,i,3.1,-4.5%,i,24,-0.1%,4%,10%,-1%,17%
COc1ccc(-c2cc3ccc(OCC(N)=O)cc3oc2=O)cc1OC,0.3,59,i,0.6,0.1%,i,32,0.2%,-16%,-17%,-38%,-3%
COc1ccccc1NC(=O)c1ccc(COc2ccccc2Br)o1,3.5,98,i,0.8,-2.2%,i,38,-0.3%,5%,8%,-19%,6%
COc1ccc(NC(=O)NC(C)c2ccc3c(c2)OCO3)cc1OC (stereo unspecified),0.6,51,i,5.6,2.9%,i,11,-0.1%,-21%,7%,-30%,4%
CC(C)CNC(=O)[C@@H]1CSC2c3ccccc3C(=O)N21 (stereo partly specified),0.8,89,i,0.5,1.0%,i,44,-0.2%,0%,8%,12%,2%
O=C(O)c1cc(Br)ccn1,-0.5,78,i,0.1,-4.5%,i,52,1.2%,-15%,14%,10%,11%
CCCCN(CCCC)CC(O)COc1ccc(Br)cc1 (stereo unspecified),0.5,61,i,0.2,-1.6%,i,28,-0.1%,2%,14%,16%,18%
COCCCN1C(=O)C(O)=C(C(C)=O)C1c1ccccn1 (stereo unspecified),-1.3,51,i,0.8,1.4%,i,48,0.2%,-9%,6%,4%,12%
COc1ccc(C(=O)N2CCN(Cc3ccccc3)CC2)cc1[N+](=O)[O-],-1.0,53,i,0.3,-0.5%,i,48,-0.2%,19%,12%,24%,-1%
Cc1nc(-c2ccccc2)c(Cc2ccccc2O)c(=O)[nH]1,0.4,54,i,0.0,2.1%,i,49,0.0%,0%,16%,43%,5%
CN(CC(=O)Nc1n[nH]c(=S)s1)S(=O)(=O)c1cccc2cccnc12,-0.6,43,i,1.2,-0.6%,i,27,-0.1%,-16%,4%,11%,-2%
COc1ccc(N2CCN(C(=O)c3cc(-c4cc(OC)ccc4OC)nc4ccccc34)CC2)cc1,2.5,74,i,1.1,1.4%,i,27,0.3%,18%,11%,6%,17%
BrC(=C\c1ccccc1)/C=N/N1CCN(Cc2ccccc2)CC1,1.7,44,i,0.7,-4.3%,i,20,0.0%,-4%,-2%,16%,0%
COC(=O)NCc1ccc(S(=O)(=O)N2CCOCC2)cc1,-0.4,48,i,6.5,2.3%,i,13,0.0%,-13%,-2%,-2%,7%
Cc1ccc(C(=O)Nc2ccnc(-c3ccncc3)n2)cc1,-0.7,92,i,0.1,-3.8%,i,57,0.5%,-33%,3%,-13%[20 µM],1%
CCn1cnc2c1c(=O)n(CC(=O)Nc1ccc3c(c1)OC(F)(F)O3)c(=O)n2Cc1ccccc1,-0.6,56,i,2.0,-0.8%,i,51,0.3%,11%,15%,4%,-4%
O=C(O)C1CCCCC1C(=O)NCc1ccc(Cl)c(Cl)c1 (stereo unspecified),0.6,48,i,0.4,0.4%,i,26,-0.1%,-4%,-3%,9%[20 µM],10%
Cc1ccsc1-c1nc(CSCC(=O)NCc2ccc3c(c2)OCO3)c(C)o1,0.5,55,i,1.8,6.5%,i,20,-0.1%,0%,-7%,-21%,-1%
Cc1ccc2nc(NCCO)nc(-c3ccccc3)c2c1,1.5,91,i,0.8,-2.0%,i,46,-0.2%,-4%,5%,-14%,8%
CC(=O)c1cccc(NC2c3ncccc3C(=O)N2Cc2ccco2)c1 (stereo unspecified),2.3,65,i,0.9,0.8%,i,45,-0.1%,4%,19%,18%,-1%
CCSC1=C(C#N)C(c2ccccc2OC)CC(=O)N1 (stereo unspecified),-0.7,54,i,3.6,-0.7%,i,20,-0.1%,-7%,4%,44%,9%
O=C(NCCS(=O)(=O)N1CCN(c2ccccc2F)CC1)C1CC(=O)N(c2ccc(F)cc2)C1 (stereo unspecified),-0.5,108,i,0.9,-4.8%,i,8,0.2%,0%,-1%,2%,-5%
CCOC(=O)COc1ccc(S(=O)(=O)NCc2ccncc2)cc1,0.4,39,i,2.3,-4.9%,i,34,0.2%,24%,27%,21%,-2%
COc1ccccc1N1C(=O)CC1(C#N)c1ccc(OCc2ccccc2)cc1 (stereo unspecified),10,81,i,0.9,5.6%,i,21,-0.1%,-9%,13%,-27%,14%
O=C(CCc1ccc(S(=O)(=O)N2CCOCC2)cc1)Nc1ccc2ccccc2c1,1.8,90,i,0.6,-1.8%,i,18,-0.1%,10%,6%,26%,0%
O=C(C1CCN(S(=O)(=O)c2cccc3cccnc23)CC1)N1CC=C(c2ccccc2)CC1,3.3,58,nt,nt,-4.5%,i,31,-0.2%,25%,6%,18%,-6%
Cc1ccc(-c2nnn(CC(=O)N(c3cccc(F)c3)C(C(=O)NC3CCCC3)c3ccco3)n2)o1 (stereo unspecified),2.6,82,i,10,-5.0%,i,38,-0.2%,6%,2%,17%,6%
N#C/C(=C(/O)CSc1ncn[nH]1)c1nc2ccccc2[nH]1,0.2,52,i,1.0,-0.2%,i,24,0.9%,-11%,-2%,-56%[20 µM],-3%
CCCn1c(SCC(=O)Nc2cc(Cl)ccc2OC)n[nH]c1=O,0.8,28,i,0.9,-1.7%,i,20,-0.1%,11%,10%,-16%,6%
FC(F)(F)c1cc(C(F)(F)F)c2ccc(N/N=C/c3ccccc3)nc2n1,-0.4,43,i,0.4,3.5%,i,42,-0.3%,1%,3%,0%,20%
Cc1ccc(C)c(C(=O)NC2CC(C)(C)NC(C)(C)C2)c1,-2.2,84,i,1.9,1.8%,i,42,-0.1%,-9%,3%,7%,-3%
O=C1c2ccccc2NC2CCCCC12 (stereo unspecified),0.0,48,i,7.2,3.8%,i,37,-0.2%,10%,-1%,23%,26%
CC1(c2ccccc2)NC(=O)N(CC#N)C1=O (stereo unspecified),-0.2,47,i,0.7,-3.7%,i,36,1.1%,-35%,3%,-5%,9%
Cc1cc2c(cc1S(=O)(=O)N1CCOCC1)NC(=O)CO2,-0.1,53,i,0.7,0.2%,i,42,-0.2%,-31%,-2%,-22%,1%
O=C1C=C(c2ccccc2)OC(=O)C1C(=O)c1ccccc1 (stereo unspecified),1.7,45,i,15,2.1%&-5.1%,i,24,0.0%&0.4%,-11%&-24%,7%&2%,-10%&-6%,0%&5%
COc1ccccc1C1N(c2ccc(Cl)cc2)C(=O)C2CCCN21 (stereo unspecified),1.3,78,+,3.4*,5.9%,i,13,0.6%,22%,11%,-40%,1%
COc1ccc(-c2c(O)c(C#N)c(-c3ccccc3)n(-c3ccc(OC)cc3)c2=O)cc1,-1.0,64,i,0.2,-0.9%,i,15,0.1%,3%,18%,22%,9%
CC1CN(C(=O)CCC(=O)N2CCCCC2)c2cc(Cl)ccc2O1 (stereo unspecified),1.7,64,i,3.1,4.3%,i,27,-0.4%,12%,21%,-17%,4%
O=C(CSc1nnc(-c2n[nH]c3ccccc23)n1-c1ccccc1)Nc1ccccc1Cl,7.8,43,i,0.2,3.9%,i,44,0.2%,-2%,-28%,10%,0%
c1ccc(CNc2nc3ccccc3n2CCN2CCOCC2)nc1,1.1,54,i,8.0,nt,i,52,0.1%,17%,23%,nt,3%
CCC(C)NC(=O)c1ccc(C)c(NC(=O)C2=C(C)OCCS2)c1 (stereo unspecified),0.7,78,i,0.4,0.1%,i,32,-0.1%,0%,-10%,-25%,-3%
CCCN(CCC)Cc1c(C(=O)N/N=C/c2cccs2)nnn1-c1nonc1N,3.2,56,i,1.0,-2.9%,i,16,-0.2%,-31%,12%,-11%,6%
Cc1ccccc1-n1c(SCc2cccc(F)c2)nc2[nH]ncc2c1=O,4.8,57,i,0.4,-2.6%,i,41,-0.2%,-14%,4%,-16%,-17%
O=C(NC1CCc2ccccc21)C12CN(Cc3ccccc3)CC1C(c1cccc([N+](=O)[O-])c1)=NO2 (stereo unspecified),0.5,49,i,0.9,0.2%,i,37,0.1%,18%,-18%,-35%,-6%
O=C(Nc1ccc(N2CCOCC2)cc1)c1cccc(S(=O)(=O)N2CCC(Cc3ccccc3)CC2)c1,0.6,68,i,0.9,1.6%,i,9,-0.1%,-39%,6%,4%,-7%
CC(OC(=O)CNC(=O)C12CC3CC(CC(C3)C1)C2)C(=O)Nc1ccc(N2CCOCC2)cc1 (stereo unspecified),-0.5,44,i,0.1,0.4%,i,60,0.3%,-15%,10%,16%,3%
CC(=O)Nc1ccc(-c2csc(NC(=O)CC(NC(C)=O)c3ccccc3)n2)cc1 (stereo unspecified),2.5,39,i,0.9,-2.3%,i,22,0.1%,0%,1%,-10%,-4%
CCSc1nnc(NC(=O)C(CC)(C(F)(F)F)C(F)(F)F)s1,3.8,34,nt,nt,-0.5%,i,57,-0.1%,57%,34%,nt,2%
CCCNC(=O)CC1C(=O)N(Cc2ccccc2)C(C)c2nc3ccccc3n21 (stereo unspecified),-0.7,74,i,0.7,nt,i,20,-0.1%,-7%,8%,nt,0%
NS(=O)(=O)c1ccc(-c2ccc(C=C3C(=O)c4ccccc4C3=O)o2)cc1,7.2,89,i,0.6,-2.8%,i,58,-0.2%,-18%,13%,5%[20 µM],4%

# Full records from above. Order of screens: NTR1 agonist, NTR1 agonist cell count 20 µM, Myeloid diff 2, Myeloid diff 2 GFP+ MAC1+ %, KOR beta-arrestin-1, T cell modulator, T cell modulator vesicle-bound %, GPR55 activation, NOD1 inhibition, HEK293 NOD2/NF-kB, KOR beta-arrestin-2, GPR55 antagonists
# CC(OC(=O)CNC(=O)C12CC3CC(CC(C3)C1)C2)C(=O)Nc1ccc(N2CCOCC2)cc1 (stereo unspecified) is listed with -0.5, 44, i, 0.1, 0.4%, i, 60, 0.3%, -15%, 10%, 16%, 3%
# CCSc1nnc(NC(=O)C(CC)(C(F)(F)F)C(F)(F)F)s1 is listed with 3.8, 34, nt, nt, -0.5%, i, 57, -0.1%, 57%, 34%, nt, 2%
